High-throughput results (PubChem BioAssay)
Glioma ERSR ind: qHTS for Inducers of the Endoplasmic Reticulum Stress Response (ERSR) in Human Glioma: qHTS; U87-MG GRP78 promoter luciferase reporter, 16 h; Potency, µM, for the others: at the top dose activation, actives largely listed as activators; actives 0.02% (n = 420,000); AID 602332, 2012; further: potency means the concentration at half of the fitted maximal effect; series mostly up to about 76 µM; % of control where 0% means no effect; nearly all actives have a fitted effect of over 35% in size
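Stably transfected U87-MG glioma cells carrying a GRP78-based luciferase sensor; 16 h compound incubation. Luminescence end-point read 10 min after Bright-Glo addition at room temperature.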
APE1 inh: qHTS Assay for Inhibitors of the Human Apurinic/apyrimidinic Endonuclease 1 (APE1) | actives 0.35% (n = 350,000) | AID 2517, 2012 | recombinant APE1, TAMRA/BHQ-2 abasic DNA cleavage fluorescence | Potency, µM (doses to about 65.8 µM), inactives show top-dose activity change, negative = inhibition, usual class: inhibitors | DNA repair nuclease/redox regulator APEX1 (Homo sapiens), P27695;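 further: potency means the concentration at half of the fitted maximal effect; plate controls were vehicle for no effect and reference inhibitor for full effect; nearly all actives have a fitted effect of over 55% in size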
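Activity was derived from the fluorescence gain between first and third kinetic reads (60 s intervals, ex 525/em 598 nm) after 50 nM THF-abasic TAMRA/BHQ-2 duplex was added to 0.75 nM APE1 preincubated 15 min with compound.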
Apoferritin bind: qHTS Assay for Identification of Novel General Anesthetics. Ferritin light chain (Equus caballus), P02791. actives 0.074% (n = 350,000). apoferritin/1-aminoanthracene competitive binding, fluorescence. Potency, µM (highest dose often 77.5 µM), for inactives: top-dose activity change, negative = displacement, actives largely listed as inhibitors; further: potency means the concentration at half of the fitted maximal effect; on the % scale 0 is the no-effect control and ±100 the full control effect; nearly all actives have a fitted effect of over 20% in size
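Horse-spleen apoferritin (10 uM) was mixed with 50% saturated 1-aminoanthracene in PBS, exposed to compounds for 10 min at room temperature, and read for fluorescence (ex 380 nm, em 535 nm). Competitive displacement was fitted with a four-parameter Hill equation.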
Pol beta inh: qHTS Assay for Inhibitors of DNA Polymerase Beta; P06746; Pol beta primer extension/strand displacement, fluorescence kinetic; Potency, µM (highest dose often 114 µM), for inactives: at the highest dose activity change, negative = inhibition, actives largely listed as inhibitors; actives 1.3% (n = 340,000); further: potency means the concentration at half of the fitted maximal effect; on the % scale 0 is the no-effect control and ±100 the full control effect
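Curves were derived by four-parameter Hill fits of normalized qHTS data. The kinetic fluorescent primer-extension read was taken at 0 and 10 min after 50 nM substrate, following a 15 min room-temperature preincubation of 10 nM enzyme with compounds.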
POLH inh: qHTS for Inhibitors of Polymerase Eta; DNA polymerase eta (Homo sapiens), Q9Y253; recombinant Pol eta, fluorescent DNA replication assay; Potency, µM (highest dose often 114 µM), inactives show top-dose activity change, negative = inhibition, hits mostly inhibitors; actives 1.2% (n = 390,000); further: potency means the concentration at half of the fitted maximal effect; on the % scale 0 is the no-effect control and ±100 the full control effect
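Pol eta (10 nM) was preincubated with compounds for 15 min at room temperature, after which fluorescent replication substrate (50 nM final) was added to start the reaction. Fluorescence was read kinetically at 0 and 10 min.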
LDHA block: qHTS assay for inhibitors of human lactate dehydrogenase. L-lactate dehydrogenase A chain (Homo sapiens), P00338. purified LDHA, NADH/diaphorase-resazurin fluorescence; active compounds read low. activity change, % (values are at about 110 or 230 µM). actives 0.15% (n = 480,000). AID 1347041, 2019; in the data active means activity change below about -30%; inconclusive means mostly about -25% to -30%;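 further: plate controls were DMSO wells for no effect and wells without enzyme for full effect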
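Resorufin fluorescence (ex540/em590), read at 0 and 20 min after diaphorase/resazurin addition, reports the NADH left after a 5 min room-temperature reaction of 2 nM human LDH5 with 0.06 mM NADH and 0.2 mM pyruvate.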
POLI inh: qHTS for Inhibitors of Polymerase Iota; DNA polymerase iota (Homo sapiens), Q9UNA4; Pol iota fluorescent replication assay, 10 min; Potency, µM (doses to about 115 µM), inactives show at the top dose activity, negative = inhibition, usual class: inhibitors; actives 1% (n = 390,000); AID 588590, 2011; further: potency means the concentration at half of the fitted maximal effect
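Fluorescent replication assay read twice, at 0 min and 10 min after adding 50 nM (final) substrate. Enzyme (10 nM) and compounds were first incubated 15 min at room temperature; enzyme-free buffer wells were negative controls.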
Pol kappa inh: qHTS for Inhibitors of Polymerase Kappa; Potency, µM (series often up to 107 µM), for the others: at the top dose activity, negative = inhibition, hits mostly inhibitors; AID 588579, 2011; purified Pol kappa, fluorescent DNA synthesis assay, 10 min; actives 0.53% (n = 400,000); further: potency means the concentration at half of the fitted maximal effect; on the % scale 0 is the no-effect control and ±100 the full control effect
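First, compounds were pin-transferred onto 10 nM Pol kappa. After 15 min at room temperature, substrate was added to 50 nM final. Fluorescence was then measured kinetically at 0 and 10 min.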
BLM inh: qHTS Assay for Inhibitors of Bloom's syndrome helicase (BLM); RecQ-like DNA helicase BLM (Homo sapiens), P54132; recombinant BLM DNA unwinding, fluorescence dequenching; Potency, µM (highest dose often 56.1 µM), inactives show at the highest dose activity change, negative = inhibition, hits mostly inhibitors; actives 0.2% (n = 350,000); AID 2528, 2010;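 further: potency means the concentration at half of the fitted maximal effect; plate controls were vehicle for no effect and no enzyme for full effect; nearly all actives have a fitted effect of over 35% in size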
Target sequence (P54132 whole entry, looked up): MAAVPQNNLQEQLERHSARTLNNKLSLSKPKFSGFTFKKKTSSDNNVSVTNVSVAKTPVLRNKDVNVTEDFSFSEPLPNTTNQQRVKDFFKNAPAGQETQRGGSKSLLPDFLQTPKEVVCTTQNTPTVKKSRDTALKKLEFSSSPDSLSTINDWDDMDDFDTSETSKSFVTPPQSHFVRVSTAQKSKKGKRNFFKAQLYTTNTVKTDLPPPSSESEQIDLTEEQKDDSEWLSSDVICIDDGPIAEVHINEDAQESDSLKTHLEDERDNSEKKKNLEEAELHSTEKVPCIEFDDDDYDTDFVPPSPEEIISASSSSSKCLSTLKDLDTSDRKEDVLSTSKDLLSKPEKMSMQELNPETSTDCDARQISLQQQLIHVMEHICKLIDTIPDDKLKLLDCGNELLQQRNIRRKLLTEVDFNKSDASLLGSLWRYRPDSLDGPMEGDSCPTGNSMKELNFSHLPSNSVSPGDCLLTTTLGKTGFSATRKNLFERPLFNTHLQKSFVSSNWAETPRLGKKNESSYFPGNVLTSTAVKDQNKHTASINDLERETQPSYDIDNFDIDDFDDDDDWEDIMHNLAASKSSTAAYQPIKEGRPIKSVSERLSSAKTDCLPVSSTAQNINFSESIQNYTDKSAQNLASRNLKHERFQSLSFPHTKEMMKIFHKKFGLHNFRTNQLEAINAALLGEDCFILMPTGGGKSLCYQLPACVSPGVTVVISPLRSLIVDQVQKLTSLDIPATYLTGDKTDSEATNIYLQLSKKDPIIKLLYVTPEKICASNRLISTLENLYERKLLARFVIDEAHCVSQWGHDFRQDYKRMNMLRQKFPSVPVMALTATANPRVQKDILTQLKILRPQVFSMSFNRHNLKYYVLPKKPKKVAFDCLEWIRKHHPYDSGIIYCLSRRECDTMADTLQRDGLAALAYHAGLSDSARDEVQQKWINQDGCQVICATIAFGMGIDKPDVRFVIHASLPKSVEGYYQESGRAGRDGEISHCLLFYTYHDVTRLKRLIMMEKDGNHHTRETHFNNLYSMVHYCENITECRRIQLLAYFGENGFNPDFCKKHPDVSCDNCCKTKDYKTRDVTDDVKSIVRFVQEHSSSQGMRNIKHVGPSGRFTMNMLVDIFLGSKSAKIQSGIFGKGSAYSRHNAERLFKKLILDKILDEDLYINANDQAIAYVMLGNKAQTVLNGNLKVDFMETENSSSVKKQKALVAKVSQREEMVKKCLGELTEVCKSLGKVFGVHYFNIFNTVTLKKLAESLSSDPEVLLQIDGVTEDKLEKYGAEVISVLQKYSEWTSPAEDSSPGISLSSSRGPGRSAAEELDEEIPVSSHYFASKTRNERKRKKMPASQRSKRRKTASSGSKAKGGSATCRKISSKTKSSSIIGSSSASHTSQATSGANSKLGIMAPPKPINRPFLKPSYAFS
Active calls of the source: *; u = inconclusive; x = no result given; & = joins results of further samples; [ ] = remark or other dose. Unless noted, the call rests on the fitted dose curve; in most records, active means well fitted curve in the direction sought with a large enough effect; inconclusive means small, poorly fitted or top-dose-only effect, or another doubt; inactive means no such curve, though single readings can be large; an effect the other way counts as inactive or inconclusive.

smiles,Glioma ERSR ind,APE1 inh,Apoferritin bind,Pol beta inh,POLH inh,LDHA block,POLI inh,Pol kappa inh,BLM inh
COc1ccc2ccccc2c1/C=N/NC(=O)CC1(C)OCCCO1,-2%,18%,-7%,31%,-11%,2,20%,-11%,-12%
CCOC(=O)c1sc2ncnc(NCc3ccco3)c2c1C,-2%,u,-20%,u,u,-1,-18%,-23%,-9%
C/C=C(\C)C(=O)Nc1cccc(C2=NOC3(C2)C[C@H](C(N)=O)N(C(=O)C(c2ccccc2)c2ccccc2)C3)c1 (stereo partly specified),0%,14%,-9%,14%,-19%,0,25%,-3%,-9%
CC(C)(CNCc1ccccc1)NS(=O)(=O)c1ccc(Cl)cc1,-2%,-6%,x,x,-21%,0,54%[activator],-3%,x
C/C(=N\Nc1ccc([N+](=O)[O-])cc1[N+](=O)[O-])c1cc2c(ccc3ccccc32)oc1=O,x,0%,-1%,0%,x,x,x,x,-2%
CCN1C(=O)C(C(=O)NC(C)c2ccccc2)C2CC1(C)Oc1ccccc12 (stereo unspecified),-2%,0%,6%,-2%,-14%,-8,13%,-5%,-2%
Cc1ccc(CNC(=O)[C@@H](NC(=O)C2CCN(C(=O)[C@@H](N)CC(C)C)CC2)C(C)C)cc1,-1%,37%,-4%,19%,-5%,-5,-16%,-11%,0%
COc1ccc(NS(=O)(=O)c2ccc3nc(COc4ccc(Cl)c(C)c4)[nH]c3c2)cc1,-4%,-4%,6%,-6%[57.1 µM],-13%,-2,-3%,-21%,-5%
O=C(O)c1ccc(-n2c(-c3cc(C4CC4)[nH]n3)n[nH]c2=S)cc1,-3%,-1%,2%,10%,-8%,-4,-12%,-6%,-5%
Cc1ccccc1N(C(=O)CS(=O)CC(=O)Nc1ccc(F)cc1)C(C)C(=O)NC(C)(C)C (stereo unspecified),-2%,14%,-2%,3%,-10%,-4,-13%,-5%,0%
N#C/C(=C\C=C\c1ccccc1)c1nc(-c2ccc(Cl)cc2)cs1,-2%,-1%,-6%,7%,-10%,-1,u,3%,-6%
COc1cc(C(=O)NCc2nnc(SCC(=O)Nc3nc4ccccc4s3)o2)cc(OC)c1OC,6%,10%,5%,9%,-6%,0,10%,5%,0%
CC(/C=C/c1ccc2c(c1)OCO2)=N/NC(=O)c1ccncc1,2%,9%,0%,20%,1%,1,-1%,-3%,0%
COc1ccccc1/C=C/CN1CCNC(=O)C1CC(=O)NCCc1cnccn1 (stereo unspecified),-3%,17%,-4%,31%,-18%,-2,5%,-14%,-5%
CCC(C)(C)C(=O)O[C@H]1C[C@@H](C)C=C2C=C[C@H](C)[C@H](CC[C@@H]3C[C@@H](O)CC(=O)O3)[C@H]21,-2%,-7%,u,1%,-12%,10&15,9%,0%,-7%
Cc1cccc(C(C)C)c1NC(=O)C1CCCN1S(=O)(=O)c1cccc2nsnc12 (stereo unspecified),-6%,x,-14%,6%,-16%,-3,18%,-18%,-5%
COc1ccccc1NC(=O)c1ccc2oc(=O)c(S(=O)(=O)c3ccccc3)cc2c1,-3%,x,-7%,18%,-2%,7,11%,2%,-4%
Cc1cccc(Cn2c(CN3CCC(C(=O)NCc4cccnc4)CC3)cc3ccccc32)c1,-3%,x,5%,-11%,-30%,2,23%,-9%[60.1 µM],-6%
Cc1ccc(S(=O)(=O)Nc2ccc(O)c3cccnc23)cc1,-16%,6%,-2%,6%,-18%,23,49%[activator],7%,-1%
COCCN(C(=O)c1ccco1)C(C(=O)NC1CCCC1)c1cccs1 (stereo unspecified),-2%,5%,4%,7%,-9%,-4,3%,-18%,2%
Cc1cccc(NC(=O)Nc2ccc(C)cc2Br)c1,-2%,11%,-11%,40%,-18%,-9,17%,-5%,0%
Nc1nc(SCc2ccccc2Cl)n[nH]1,-7%,5%,u,1%,-7%,-5,2%,-3%,-3%
CCCn1c(N)cc(=O)n(C)c1=O,-3%,3%,-2%,10%,-17%,-1,19%,1%,-4%
O=C(/C=C(\c1ccc(Cl)cc1)n1cncn1)c1ccc(Cl)cc1,-4%,5%,-18%,5%,12%,-6,-20%,-11%,0%
CC1(c2ccc3ccccc3c2)NC(=O)N(CC(N)=O)C1=O (stereo unspecified),-1%,15%,-9%,1%,0%,-8,6%,-14%,-2%
CCS(=O)(=O)N1CCN(c2cccc(C)c2C)CC1,-2%,-6%,-10%,1%,-4%,-1,5%,-20%,-3%
O=C(Nc1ccon1)c1cc2c(s1)CCCC2,u,-3%,-11%,18%,-6%,-9,18%,-21%,-9%
CCN(CC)c1ccc(C=NNc2ccc([N+](=O)[O-])cn2)cc1,-1%,x,x,x,-23%,-1,10%,1%,x
CCn1ncc(/C=N/NC(=O)c2ccc3c(c2)OCO3)c1C,1%,-6%,-5%,21%,-1%,-11,3%,6%,2%
CC1=NN(c2ccc(Cl)cc2)C(=O)C1,-4%,-4%,-6%,4%,-8%,-2,2.5µM*,-13%,-2%
CCCCCCN(C(=O)CCCN1C(=O)NC(c2ccc([N+](=O)[O-])cc2)C(C(=O)OCc2ccccc2)=C1C)C(C)C(=O)NCCCC (stereo unspecified),-1%,23%,x,x,-22%,0,26%,-8%,x
COc1ccc(NCc2nnc(-c3ccccc3)o2)cc1,0%,85%[activator],-20%,3%,-19%,-1,-10%,-5%,2%
Cc1ccc(-c2cc(C(=O)NCc3cnn(C)c3C)c3ccccc3n2)cc1C,3%,x,u,0%,-10%,-2,26%,4%,-2%
Cn1c(CNc2ccc(O)cc2)nc2ccccc21,3%,37%,-1%,34%,8%,-8,11%,0%,-3%
COc1ccc(Br)c(C(=O)Nc2cc3c(cc2N2CCCCC2)n(C)c(=O)c(=O)n3C)c1,9%,x,-10%,2%,-17%,5,49%[activator],-22%,-1%
COc1cscc1C(=O)O,-2%,u,8%,0%,-3%,-11,35%[activator],-12%,2%
C=CCn1c(SCC(=O)Nc2ccc(C(=O)O)cc2)nc2sc(C)c(C)c2c1=O,-1%,9%,x,x,-9%,-5,-9%,-9%,x
CCn1c(SCC(=O)NCCc2ccccc2)nnc1C(C)C,-4%,-2%,-6%,0%,-1%,-3,16%,-6%,-4%
CC(NC(=O)c1ccco1)C(=O)N1CCN(c2ccccc2)CC1 (stereo unspecified),-3%,3%,-3%,1%,-9%,1,7%,-7%,2%
CSc1ccccc1OCc1cc(C(=O)N2CCSCC2)no1,0%,7%,-19%,-6%,-6%,-3,12%,-10%,-3%

Laid out differently: entries from further up.
Compound: CCn1ncc(/C=N/NC(=O)c2ccc3c(c2)OCO3)c1C
  Glioma ERSR ind = 1%; APE1 inh = -6%; Apoferritin bind = -5%; Pol beta inh = 21%; POLH inh = -1%; LDHA block = -11; POLI inh = 3%; Pol kappa inh = 6%; BLM inh = 2%
Compound: CC1=NN(c2ccc(Cl)cc2)C(=O)C1
  Glioma ERSR ind = -4%; APE1 inh = -4%; Apoferritin bind = -6%; Pol beta inh = 4%; POLH inh = -8%; LDHA block = -2; POLI inh = 2.5µM*; Pol kappa inh = -13%; BLM inh = -2%
Compound: CCCCCCN(C(=O)CCCN1C(=O)NC(c2ccc([N+](=O)[O-])cc2)C(C(=O)OCc2ccccc2)=C1C)C(C)C(=O)NCCCC (stereo unspecified)
  Glioma ERSR ind = -1%; APE1 inh = 23%; Apoferritin bind = x; Pol beta inh = x; POLH inh = -22%; LDHA block = 0; POLI inh = 26%; Pol kappa inh = -8%; BLM inh = x

(further entries)
smiles,Glioma ERSR ind,APE1 inh,Apoferritin bind,Pol beta inh,POLH inh,LDHA block,POLI inh,Pol kappa inh,BLM inh
COc1cc(OC)cc(C(=O)N[C@H](C(=O)OCC(=O)Nc2sccc2C#N)C(C)C)c1,4%,u,-14%,u,50µM*,3,u,u,-12%
CCSc1nc2n(n1)C(c1cccc(F)c1)C1=C(CCCC1=O)N2 (stereo unspecified),-3%,5%,-5%,2%,-16%,1,29%,0%,-4%
CCN1C[C@@H]2[C@@H]3C(=O)N(C)C(=O)[C@@H]3[C@](Cc3ccccc3)(C1=O)N2C(=O)c1ccc(Cl)c(Cl)c1,-2%,x,x,x,-18%,-2,26%,-13%,x
CCCc1cc(=O)[nH]c(SCC(=O)NC2CCCCCCC2)n1,-4%,10%,x,x,1%,-1,47%[activator],-10%,x
CC(C)CN1C(=O)NC(NC(=O)c2cccs2)(C(F)(F)F)C1=O (stereo unspecified),-1%,-2%,-11%,1%,-10%,-5,2%,-3%,0%
CSCCC(N=Cc1c(O)n(-c2ccc(F)cc2)c(=O)[nH]c1=O)C(=O)O (stereo unspecified),x,2%,-11%,-13%,x,x,x,x,0%
COc1ccc(NC(=O)C23CC4CC(C2)CC(n2cnc(Br)n2)(C4)C3)cc1OC,-4%,15%,-9%,20%,-1%,-6,u,0%,-2%
CCOCCCNC(=S)N(CCN(CC)CC)Cc1cc2cc3c(cc2[nH]c1=O)OCCO3,-3%,15%,-4%,24%,-10%,-2,-6%,-14%,-14%
CC1C/C(=N\NC(=S)NCc2ccccc2)CC(C)(C)C1 (stereo unspecified),-2%,-3%,u,2%,-20%,-1,u,-3%,2%
Cc1noc2nc(-c3cccs3)cc(-c3nnc4n3CCCCC4)c12,x,13%,0%,28%,x,x,x,x,-5%
Cc1ccc2nc(SC(C)C(=O)NC3CCCc4ccccc43)[nH]c2c1 (stereo unspecified),-4%,-4%,-16%,-3%,-15%,-5,11%,-21%,-2%
COc1ccc(Cl)cc1NC(=O)c1ncn(-c2ccccc2)n1,-5%,x,u,u,0%,-11,-24%,0%,-5%
CCOC(=O)CNc1c(-c2ccccc2)nc2ccc(Cl)cn12,-3%,1%,u,36%,8%,2,9%,-11%,-5%

An excerpt; count on the stated rates, not on these rows.
